Compound activity from PubChem.
WT yeast gro inh: growth inhibition of WT yeast, mitochondrial fusion screen; mitochondrial fusion phenotypic screen, WT strain; inhibition, % at 10 µM; 2.1% of 190,000 active; AID 1362; in the data active = inhibition above about 58%; tested in S. cerevisiae
Dengue-2 NS5 capping: flavivirus cap methylation enzyme inhibition – biochemical, confirmation dose response, primary screen (AID 588689); Dengue-2 NS5 methyltransferase capping enzyme assay, biochemical; higher % means a stronger effect; inhibition, % at 25 µM, or IC50 in µM where a hit was titrated; 0.3% of 340,000 active; in the data active = a potency from the dose series; inconclusive = inhibition above about 29% without an active follow-up result
NTR1 ag: NTR1-driven beta-arrestin-GFP spot formation – imaging, U2OS cells, high content, primary screen (AID 493036); 0.17% of 330,000 active; activation, % at 20 µM; agonist mode;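 active = activation at or above 40% of the spot to cytoplasm intensity ratio, with at least 20 cells analyzed; inconclusive = wells under 20 cells, flagged as cytotoxic or low count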;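 note: 0% = DMSO without peptide and 100% = 100 nM NTR1 peptide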
Target sequence (P30989 whole entry, looked up): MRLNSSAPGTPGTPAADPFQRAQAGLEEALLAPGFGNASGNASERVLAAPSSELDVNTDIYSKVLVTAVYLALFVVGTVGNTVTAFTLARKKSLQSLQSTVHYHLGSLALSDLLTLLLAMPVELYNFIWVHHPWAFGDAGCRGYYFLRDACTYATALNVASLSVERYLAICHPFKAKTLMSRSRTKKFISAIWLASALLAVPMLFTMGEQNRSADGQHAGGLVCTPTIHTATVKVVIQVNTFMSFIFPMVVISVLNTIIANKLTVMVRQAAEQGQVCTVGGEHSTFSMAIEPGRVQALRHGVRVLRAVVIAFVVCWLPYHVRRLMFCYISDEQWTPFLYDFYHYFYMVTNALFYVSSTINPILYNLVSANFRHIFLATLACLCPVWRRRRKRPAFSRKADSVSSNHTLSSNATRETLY
K1F lysis inhibition: inhibition of K1F phage lysis, E. coli UTI89, bacterial capsule biogenesis inhibitors, alamar blue (AID 488966); E. coli UTI89 K1F phage lysis, alamar blue, 2 h; higher % means a stronger effect; inhibition, % at 100 µM; hits with a dose series show IC50 in µM; 0.02% of 340,000 active;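 active = phage lysis inhibition, versus mean bacterial control, above a set limit; inconclusive = no clear call, values can overlap the other calls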;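 note: capsule biogenesis inhibitors block K1F phage lysis so surviving cells raise fluorescence; higher fluorescence means more inhibition of phage lysis; actives were called in the ten point dose series up to 300 µM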
AID2073: disruptors of CaV2.2 binding to Mint1 – biochemical, HTRF (AID 2073); HTRF protein-protein interaction, Mint1-CaV2.2; higher % means a stronger effect; one-dose inhibition, % at 20 µM; IC50 in µM for titrated hits; 0.19% of 290,000 active; in the data active = inhibition mostly above about 51%, no sharp cut-off; inconclusive = no clear call, values can overlap the other calls; inactive = mostly below about 53%; note: some results filed as inactive read as strong as hits
LYP phosphatase: inhibitors of LYP phosphatase, biochemical, fluorescence intensity, uHTS (AID 1779) | recombinant LYP phosphatase, fluorescence intensity; higher % means a stronger effect | inhibition, % at 11.5 µM, or IC50 in µM where a hit was titrated | 0.054% of 290,000 active; in the data active = inhibition above about 50%;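 note: plate controls were vehicle with enzyme for no effect and no enzyme for full effect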
GPR35 antagonists: inhibition of zaprinast-stimulated GPR35 beta-arrestin translocation – imaging, U2OS, beta-arrestin-GFP, zaprinast agonist, primary screen (AID 2058) | 0.052% of 290,000 active | inhibition, % at 10 µM, or IC50 in µM where a hit was titrated | U2OS GPR35 beta-arrestin-GFP translocation imaging, zaprinast antagonism; higher % means a stronger effect;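 active = inhibition of at least 50% with at least 30 cells and total cytoplasm GFP at most 10,000,000; inconclusive = under 30 cells or total GFP of 10,000,000 plus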
Autophagy HCS: alters autophagy in cells | MEF GFP-LC3 puncta imaging; test concentration mostly 10 µM | calls only at 10 µM (by protocol) | 0.98% of 190,000 active | AID 463193;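 active = percentage of spot-positive cells more than 3 SD above its plate mean, without a fluorescence outlier flag or 80% toxicity; inconclusive = no clear call, values can overlap the other calls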;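 note: spot-positive cell cutoff set from DMSO-treated cells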
RSV CPE inhibition: inhibition of RSV-induced cytopathic effect – HEp-2 cells, primary 10 µM value included (AID 2391) | CPE inhibition, % at 10 µM; hits with a dose series show IC50 in µM | HEp-2 cells, RSV-induced CPE inhibition; higher % means a stronger effect | 0.13% of 310,000 active; in the data active = a potency from the dose series; inconclusive = CPE inhibition mostly from about 23% at the one dose, without a potency; inactive = the rest, 99 in 100 with CPE inhibition below about 21%; note: strong numbers were not always called active
WT yeast gro inh mutant strain: recorded beside WT yeast gro inh, whose call it bears; inhibition, %; mitochondrial fusion phenotypic screen, mutant strain inhibition
Autophagy HCS cell loss 18 h: also measured in Autophagy HCS; calls as there; toxicity, %; measured here: cell loss, nuclei count;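 cell loss after 18 h compound exposure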
NTR1 ag cell count 20 µM: further read-out of NTR1 ag, marked with its call; cell count; measured here: cell count, cytotoxicity flag
Dengue-2 NS5 capping pilot replicate: recorded beside Dengue-2 NS5 capping, whose call it bears; inhibition, %; measured here: pilot screen replicate inhibition
* hit, by the source's call; i = inactive; ? = inconclusive; . = no result given; [ ] = dose if it differs, or a comment.

SMILES | WT yeast gro inh | WT yeast gro inh mutant strain | Dengue-2 NS5 capping | NTR1 ag | NTR1 ag cell count 20 µM | K1F lysis inhibition | AID2073 | LYP phosphatase | GPR35 antagonists | Autophagy HCS | Autophagy HCS cell loss 18 h | RSV CPE inhibition | others
O=C(Nc1cccnc1)c1cc(-c2ccc(Cl)cc2Cl)on1 | . | . | -7% | 2.6 | 41 | -0.2% | 14% | -10% | -10% | . | . | 1.4%
COc1ccccc1N1CCN(C(=O)C2Cc3ccccc3CN2C(=O)c2ccco2)CC1 (stereo not given) | . | . | -4% | 0.3 | 52 | -0.8% | . | . | . | . | . | 1.6%
O=C(Cc1ccc(F)cc1)Nc1nnc(SCC(=O)NC2CCCC2)s1 | -11 | -18 | -8% | 0.6 | 44 | 0.3% | 3% | -12% | -16% | i | -8 | 0.8%
Cc1cc(C)n(S(=O)(=O)c2cccc([N+](=O)[O-])c2)n1 | . | . | . | 0.0 | 61 | -0.7% | 4% | -7% | 9% | . | . | 1.2%
O=C(c1ccc(F)cc1)N1CCCCC(Sc2nnnn2-c2ccccc2)C1=O (stereo not given) | 15 | -7 | -6% | -0.4 | 49 | 0.5% | -5% | 4% | -8% | i | -6 | 2.7%
CSC1=C(C#N)C2(CCCC2)C(C#N)=C(N)N1 | . | . | . | 4.8 | 48 | 0.2%[50 µM] | 12% | -5% | -21% | i | 7 | 2.5%
CCOC(=O)c1ccc(NC(=O)c2cc(=O)[nH]c3ccccc23)cc1 | -11 | -3 | -9% | 0.7 | 48 | -0.4% | 19% | -2% | 0% | i | -11 | 4.0%
Cc1cc(NC(=O)NC(=O)c2cccc(OC(F)(F)C(F)F)c2)n[nH]1 | 16 | 27 | 3% | -1.5 | 91 | -0.4% | 4% | -5% | -9% | i | 3 | 2.4%
CCN(CC(=O)Nc1ccccc1C(F)(F)F)C(=O)c1ccc(N2C(=O)CCC2=O)cc1 | . | . | -3% | 0.9 | 47 | 0.5%[50 µM] | 1% | -7% | 2% | . | . | 1.4%
Cc1ccc(N(CC(=O)N2CCN(c3ccc(F)cc3)CC2)S(=O)(=O)c2c(C)nn(C)c2C)cc1 | 1 | 1 | 0% | -2.6 | 60 | -0.4% | -2% | -5% | -2% | i | 3 | -0.2%
Cc1ccc(-c2nc(N)n(C(=O)Cc3ccccc3)n2)cc1 | 11 | 14 | -5% | -0.3 | 34 | -1.7%[50 µM] | 1% | -2% | -4% | i | 0 | 0.4%
CC(OC(=O)c1cc(=O)[nH]c2ccccc12)C(=O)Nc1ccccc1F (stereo not given) | . | . | -1% | 2.1 | 55 | -1.4% | . | . | . | . | . | 0.4%
COC(=O)C1=C(NC(C)=O)CCS1 | 13 | 11 | 1% | 2.0 | 44 | 11% | 1% | -5% | -11% | i | 16 | 0.3%
COc1ccc(C(C(=O)NC2CCCCC2)N(Cc2cccs2)C(=O)Cc2c[nH]c3ccccc23)cc1OC (stereo not given) | 7 | 10 | 4% | 1.9 | 83 | -1.4% | 3% | 10% | -1% | i | -25 | 1.3%
Cc1nnc(SCC(=O)N2CCC(C(=O)Nc3nccs3)CC2)n1Cc1ccccc1 | -8 | 3 | -5% | . | . | 0.0% | -1% | -6% | -4% | i | 2 | .
CC(C)(C)Nc1nc(Oc2ccc(=O)[nH]n2)nc(N2CCOCC2)n1 | -3 | -9 | . | 0.2 | 41 | -0.1% | 10% | -6% | 3% | i | 18 | 1.6%
CCCc1nn(CCc2ccccn2)c(N)c1CC | 8 | 1 | -4% | 0.3 | 67 | 0.2% | 2% | -4% | -6% | i | -12 | -0.7%
CC(C)(C)C(=O)COC(=O)c1cc2ccccc2cc1O | -37 | -25 | -5% | 3.7 | 67 | -0.1% | 0% | -1% | 7% | i | 17 | 0.9%
Cc1ccc(N(CC(=O)Nc2ccc(C)cn2)S(=O)(=O)c2c(C)nn(C)c2C)cc1 | 5 | -26 | 2% | -1.5 | 74 | 0.0% | -3% | -6% | -12% | i | 1 | -1.0%
Cc1c(C(=O)NCc2cccs2)oc2ccccc12 | 26 | 17 | -3% | 2.3 | 84 | 6.4% | -3% | -2% | -5% | i | 9 | 6.5%
c1ccc(CCc2ccccc2-c2nc(-c3cccnc3)no2)cc1 | 37 | -18 | -4% | 15 | 45 | 1.1% | 4% | 6% | -13% | i | -6 | 0.9%
Cc1cc(C)cc(N(CC(=O)NC2CCCC2)S(=O)(=O)c2c(C)[nH]c(=O)[nH]c2=O)c1 | . | . | -7% | 0.6 | 63 | 0.4% | 0% | -7% | -16% | . | . | 2.3%
COc1ccc2cc3cc(C(=O)NCc4cccnc4)oc3nc2c1 | -1 | -14 | 5% | -1.3 | 90 | 0.5% | 23% | -40% | 14% | i | -5 | 17%
CCOC(=O)CC1C(=O)NCCN1C1CCCC1 (stereo not given) | 14 | 22 | -4% | 4.0 | 62 | 0.5% | 0% | -5% | 10% | i | 2 | 4.0%
O=C(c1ccco1)N1C(=O)c2cccc3c(S(=O)(=O)N4CCCC4)ccc1c23 | -8 | -15 | 0% | 1.3 | 46 | 0.1% | 7% | -2% | 5% | i | -6 | 1.2%
Nc1nc(SCc2ccc(Cl)cc2Cl)n[nH]1 | -5 | 1 | -16% | -1.4 | 47 | 0.1% | 4% | -9% | 4% | i | -1 | 1.5%
O=C(CN1C(=O)NC(c2ccccc2)(c2ccccc2)C1=O)Nc1ccc2[nH]c(=O)[nH]c2c1 | . | . | 2% | -0.7 | 47 | 0.2% | 13% | -8% | 8% | . | . | 0.9%
Cc1ccccc1N1CCN(CCN2C(=O)CC(=C3c4ccccc4-c4ccccc43)C2=O)CC1 | . | . | 14% | 1.2 | 65 | 1.9% | . | . | . | i | -14 | 4.2% | Dengue-2 NS5 capping pilot replicate=-1.1
CCOC(=O)c1[nH]c2ccc(OC)cc2c1NC(=O)CN1CCN(c2ccccn2)CC1 | -3 | -12 | . | -1.5 | 81 | . | 20% | -1% | -1% | i | -3 | 0.3%
COc1cc(CNCCc2ccccc2)ccc1OCc1ccc(Cl)nc1 | 24 | 31 | -3% | -0.9 | 58 | 0.3% | ? | -1% | 2% | i | 35 | -1.9%

A draw from above in order of heavy-atom count, highest first.
SMILES | WT yeast gro inh | WT yeast gro inh mutant strain | Dengue-2 NS5 capping | NTR1 ag | NTR1 ag cell count 20 µM | K1F lysis inhibition | AID2073 | LYP phosphatase | GPR35 antagonists | Autophagy HCS | Autophagy HCS cell loss 18 h | RSV CPE inhibition | others
COc1ccccc1N1CCN(C(=O)C2Cc3ccccc3CN2C(=O)c2ccco2)CC1 (stereo not given) | . | . | -4% | 0.3 | 52 | -0.8% | . | . | . | . | . | 1.6%
COc1cc(CNCCc2ccccc2)ccc1OCc1ccc(Cl)nc1 | 24 | 31 | -3% | -0.9 | 58 | 0.3% | ? | -1% | 2% | i | 35 | -1.9%
O=C(Cc1ccc(F)cc1)Nc1nnc(SCC(=O)NC2CCCC2)s1 | -11 | -18 | -8% | 0.6 | 44 | 0.3% | 3% | -12% | -16% | i | -8 | 0.8%

Other compounds
SMILES | WT yeast gro inh | WT yeast gro inh mutant strain | Dengue-2 NS5 capping | NTR1 ag | NTR1 ag cell count 20 µM | K1F lysis inhibition | AID2073 | LYP phosphatase | GPR35 antagonists | Autophagy HCS | Autophagy HCS cell loss 18 h | RSV CPE inhibition | others
CCOC(=O)c1c(N=CN(C)C)c(C#N)n2c1CCC2 | 7 | -10 | . | -0.5 | 57 | 0.3% | 7% | 0% | 4% | i | -8 | 3.4%
CN(C)c1ccc(NC(=O)CN2CCC(NC(=O)C3CCCCC3)CC2)cc1 | . | . | 5% | 0.5 | 54 | 0.1% | -18% | -12% | 5% | . | . | -0.4%
CC(C)C[C@H](NC(=O)[C@@H]1Cc2c([nH]c3ccccc23)C2c3ccccc3C(=O)N21)C(=O)NCC1CCCO1 (stereo not given in full) | . | . | -1% | -1.8 | 98 | -2.2% | 2% | -8% | -1% | . | . | 4.3%
NC(CC(=O)O)c1cccc(OCc2ccccc2)c1 (stereo not given) | -2 | 8 | 1% | -1.0 | 46 | 0.2% | -3% | -3% | 18% | i | -5 | 1.7%
C/C(=N\O)c1ccc2c(c1)CC(C)O2 (stereo not given) | . | . | 3% | 0.6 | 49 | -0.8% | 7% | -2% | 13% | . | . | 21%
N#CCSc1nnc(-c2cnccn2)n1Cc1ccccc1 | -8 | -5 | 3% | -0.4 | 82 | 0.6% | 8% | 6% | -9% | i | 3 | -1.3%
CCOc1cccc(C(=O)Nc2ccc3ccccc3c2)c1 | . | . | 1% | 2.6 | 69 | 0.2% | 12% | 0% | 10% | . | . | 4.0%
Oc1ccccc1-c1cc(-c2ccc3c(c2)OCCO3)n[nH]1 | 57 | 51 | 3% | 8.4 | 45 | 0.0% | 5% | -4% | 20% | i | -40 | 17%
COc1cc(-c2nnc(SCC(=O)/C(C#N)=C(\C)N)o2)cc(OC)c1OC | 5 | 14 | -1% | -0.2 | 72 | -0.5% | 9% | -5% | 10% | i | 4 | -1.3%
Cc1ccc(CNC(=O)C2CC(=O)N(c3ccc(OCC(=O)N4CCCC4)cc3)C2)cc1 (stereo not given) | -7 | -1 | 3% | -0.6 | 40 | -0.4% | 6% | -4% | 2% | i | 8 | -0.1%
COC(=O)Nc1ccc(OCc2ccccc2)cc1 | -2 | 2 | -1% | 1.9 | 49 | -0.1% | -5% | 1% | 11% | i | -5 | 2.5%
CC(=O)Oc1ccc(C(=O)NCc2ccc3c(c2)OCO3)cc1 | . | . | 2% | -0.1 | 53 | -0.2% | 5% | -6% | 11% | . | . | 0.0%
COc1ccccc1NC(=O)N1CCN(c2ccc(F)cc2)CC1 | 2 | -4 | 1% | -0.2 | 48 | 3.0% | -7% | -2% | 16% | i | -3 | 1.2%
COc1ccc(CCNC(=O)C2=COCCO2)cc1 | -1 | 2 | -2% | 0.5 | 46 | 2.1% | -12% | -6% | -4% | i | 3 | 1.8%
Cc1ccc(C(=O)NCCN2CCOCC2)cc1Cl | -4 | -3 | 2% | -1.1 | 35 | 7.0% | -7% | -7% | -6% | i | -4 | 0.1%
Cc1ccc2nc(NC(=O)C3CCN(S(=O)(=O)c4cccs4)CC3)sc2c1 | 17 | 21 | -7% | -0.2 | 50 | 3.1% | 4% | -1% | 12% | i | 2 | 3.5%
COc1ccc(CCNC(=O)CCN2C(=O)C(C)Oc3ccc(C)cc32)cc1OC (stereo not given) | -20 | -6 | -1% | 10 | 77 | -0.2% | -8% | -7% | 6% | i | -3 | 0.0%
S=C(NCC1COc2ccccc2O1)Nc1ccccc1 (stereo not given) | 16 | 11 | -2% | 1.4 | 56 | -0.1% | -3% | 0% | -7% | i | 32 | 4.5%
CCOC(=O)C1CCN(CCC(=O)Nc2ccc(Br)cc2)CC1 | . | . | -5% | 1.2 | 66 | 0.1% | -5% | -8% | -6% | . | . | 1.9%
Cc1cc(C(=O)COC(=O)c2ccc(NC(=O)CC#N)cc2)c(C)n1CCc1ccc(F)cc1 | . | . | 5% | 5.8 | 84 | 0.7%[50 µM] | . | . | . | . | . | 0.8%
